Source: PubChem (several laboratories)
tolC growth inh = blocks growth of E. coli BW25113 tolC mutant; OD615; growth inhibition, % at 10 µM (by protocol); 2.2% of 65,000 active;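 active means growth inhibition at or above a cutoff equal to the mean over every tested compound plus 3 SD, cut at about 60% in these data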;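 further: growth measured after 20 h incubation at 37 °C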
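Test system – E. coli BW25113 ΔtolC::kan, tolC deletion mutant strain · Detection – OD at 615 nm · Buffer or medium – LB with kanamycin 50 µg/mL · Times – 20 h compound exposure of bacteria at 37 °C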
TNAP act DEA = human TNAP activation, intermediate phosphate acceptor | P05186 | purified TNAP, CDP-star luminescence, 100 mM DEA, 30 min; active compounds read high; scale: 0 levamisole-inhibited, 1 vehicle-only enzyme | activation factor at 20 µM | 64,000 tested, under 10 active | AID 813;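 active means activation factor of at least 2 at 20 µM, relative to controls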
Target sequence (P05186 whole entry, looked up): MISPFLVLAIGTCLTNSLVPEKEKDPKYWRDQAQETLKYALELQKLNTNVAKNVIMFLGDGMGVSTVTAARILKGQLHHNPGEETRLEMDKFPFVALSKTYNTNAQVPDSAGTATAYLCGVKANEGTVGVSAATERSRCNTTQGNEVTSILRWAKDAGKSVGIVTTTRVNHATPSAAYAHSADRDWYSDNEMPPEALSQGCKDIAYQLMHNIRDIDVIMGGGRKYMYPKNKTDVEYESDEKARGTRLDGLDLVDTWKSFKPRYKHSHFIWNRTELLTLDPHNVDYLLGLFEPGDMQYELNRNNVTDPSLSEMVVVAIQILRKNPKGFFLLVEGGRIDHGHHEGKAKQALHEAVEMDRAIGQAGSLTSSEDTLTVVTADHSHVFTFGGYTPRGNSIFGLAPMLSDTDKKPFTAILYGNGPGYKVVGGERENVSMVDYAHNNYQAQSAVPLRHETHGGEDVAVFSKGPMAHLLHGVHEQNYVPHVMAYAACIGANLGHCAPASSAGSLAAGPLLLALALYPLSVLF
NADH enzymes = inhibitors of enzymes used to reach an NAD/NADH endpoint | coupled PK/LDH NADH assays, four targets | IC50, µM (top dose mostly 10 µM), inactives show at the highest dose inhibition | 0.02% of 65,000 active | AID 774;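 active means single-dose screening hits from any of four coupled enzyme assays that gave an IC50 when retested across doses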;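 further: the DPM-DC format reads NADH fluorescence rather than 340 nm absorbance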
D1 allo mod = allosterically modulates the human D1 dopamine receptor; P21728; HEK293 D1, CRE-luciferase, dopamine EC30 potentiation; actives deviate in either direction; B-score at 10 µM; 5.9% of 58,000 active;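 active means luminescence count or its row- and column-corrected plate score outside the 99.7% band of the plate's sample wells, on either side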
M1 antag = antagonists of rat M1 muscarinic receptor; P08482; CHO-M1 cells, Fluo-4 calcium, ACh EC80 antagonist mode; active compounds read low; B-score at 10 µM; 3.4% of 64,000 active;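 active means calcium fluorescence response, raw or row-and-column corrected B-score, differing from the plate sample mean either way at a set confidence level, mostly lower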
Target sequence (P08482 whole entry, looked up): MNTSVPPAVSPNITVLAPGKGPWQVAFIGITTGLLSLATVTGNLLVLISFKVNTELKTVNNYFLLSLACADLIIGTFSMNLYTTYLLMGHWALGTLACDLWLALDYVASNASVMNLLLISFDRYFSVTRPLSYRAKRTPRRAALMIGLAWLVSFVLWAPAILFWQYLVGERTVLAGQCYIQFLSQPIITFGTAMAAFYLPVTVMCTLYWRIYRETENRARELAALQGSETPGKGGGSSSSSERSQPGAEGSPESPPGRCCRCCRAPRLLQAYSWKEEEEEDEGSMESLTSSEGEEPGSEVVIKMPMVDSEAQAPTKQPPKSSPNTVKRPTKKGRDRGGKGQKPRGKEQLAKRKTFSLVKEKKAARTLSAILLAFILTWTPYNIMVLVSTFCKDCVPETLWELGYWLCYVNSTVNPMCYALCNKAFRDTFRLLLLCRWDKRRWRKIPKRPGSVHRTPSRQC
Jurkat tox 60K = reduces viability or proliferation of Jurkat cells; Jurkat E6.1 viability, ATP luminescence, 48 h; inhibition, % at 4 µM; 1.2% of 56,000 active; AID 463;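 active means inhibition above the mean inhibition of all tested compounds plus 3 SD, cut at about 28% in these data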
M1 agonist = agonists of M1 muscarinic receptor; CHO-M1 cells, Fluo-4 calcium fluorescence, agonist mode; active compounds read high; B-score at 10 µM; 3% of 64,000 active;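 active means fluorescence rise, raw or as B-score row- and column-corrected plate score, outside the 99.7% band of its plate's samples, either direction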
SF1 activator = activators of human nuclear receptor SF-1; Q13285; 1.9% of 65,000 active; activation, % at 10 µM; CHO-K1 Gal4-SF-1 LBD luciferase reporter; % increase over DMSO SF-1-specific signal;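 active means activation above the mean activation of all tested compounds plus 3 SD, cut at about 50% in these data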
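System: CHO-K1 cells with Gal4–hSF-1 LBD chimera plus Gal4-driven luciferase; quantity: 4,000 CHO-K1 cells per well; compound: one dose, 10 µM compound, 1% DMSO; times: 20 h compound treatment, 37 °C; measured by: SteadyLite luciferase luminescence; read-out: percent activation versus DMSO; benchmarks: DMSO and mock-transfected background; replicates: one test per compound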
HEK293 NFkB inh = lowers PMA/ionomycin-induced NF-kB signal in HEK293 cells | inhibition, % at 3 µM | 0.21% of 62,000 active | HEK-293 NF-kB luciferase reporter, luminescence;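 active means inhibition above the mean of all tested compounds plus 3 SD, cut at about 40% in these data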;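 further: 0% = stimulated DMSO wells and 100% = 10 µM reference inhibitor 5653914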
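System – HEK-293 cells with stable firefly luciferase reporter driven by four HIV NF-kB elements · Doses – one dose, 3 µM · Schedule – 1 h compound pre-incubation, 16 h PMA/ionomycin at 37 °C · Technique – luminescence from luciferase substrate reagent · Measure – percent inhibition normalized per plate to DMSO and reference-inhibitor controls · Replicates – tested once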
* = called active by the depositor; . = not tested or not shown; [ ] = dose if it differs, or a comment.

The opening six entries, ahead of the listing:
SMILES	tolC growth inh	TNAP act DEA	NADH enzymes	D1 allo mod	M1 antag	Jurkat tox 60K	M1 agonist	SF1 activator	HEK293 NFkB inh
COc1ccc(Cl)cc1CSc1n[nH]c(C)n1	11.3	1	8.0%	-0.0378	0.186	3.9	0.592	-5.7	10.9
CN1CCN(c2oc(COc3ccc(-c4ccccc4)cc3)nc2C#N)CC1	31.7	0.9	2.0%	-0.765	-0.266	3.3	-0.351	9.0	1.5
O=C(COc1ccc(Cl)cc1)Nc1ccc(Cl)cn1	-7.2	0.9	1.0%	0.161	-0.185	-5.5	1.51	-1.7	7.6
CCCNC(=O)N(C)c1nncnc1C(=O)NC	8.6	1	3.0%	0.0491	1.21	.	0.0569	9.2	.
O=C(CCNC(=O)c1ccc(Br)o1)NCc1ccc(Cl)cc1	10.1	0.9	11.0%	-0.835	0.214	.	-0.493	-0.7	3.0
COc1ccc(-n2[nH]c(C)cc2=O)cc1	-8.1	1	4.0%	0.0685	-0.902	3.1	-0.463	10.9	4.8

All compounds of this part, repeating the preview:
SMILES	tolC growth inh	TNAP act DEA	NADH enzymes	D1 allo mod	M1 antag	Jurkat tox 60K	M1 agonist	SF1 activator	HEK293 NFkB inh
COc1ccc(Cl)cc1CSc1n[nH]c(C)n1	11.3	1	8.0%	-0.0378	0.186	3.9	0.592	-5.7	10.9
CN1CCN(c2oc(COc3ccc(-c4ccccc4)cc3)nc2C#N)CC1	31.7	0.9	2.0%	-0.765	-0.266	3.3	-0.351	9.0	1.5
O=C(COc1ccc(Cl)cc1)Nc1ccc(Cl)cn1	-7.2	0.9	1.0%	0.161	-0.185	-5.5	1.51	-1.7	7.6
CCCNC(=O)N(C)c1nncnc1C(=O)NC	8.6	1	3.0%	0.0491	1.21	.	0.0569	9.2	.
O=C(CCNC(=O)c1ccc(Br)o1)NCc1ccc(Cl)cc1	10.1	0.9	11.0%	-0.835	0.214	.	-0.493	-0.7	3.0
COc1ccc(-n2[nH]c(C)cc2=O)cc1	-8.1	1	4.0%	0.0685	-0.902	3.1	-0.463	10.9	4.8
Cc1ccc(NC(=O)CS(=O)CC(=O)N(CC(=O)NC2CCCC2)c2cccc(C)c2C)cc1 (configuration not stated)	6.9	1	5.0%	-0.321	0.0289	-0.8	-0.547	-14.5	12.3
COc1ccc(S(=O)(=O)N2CCN(C3CCCCCCC3)CC2)cc1	18.1	1	5.0%	0.322	-0.0246	1.7	0.588	-2.8	-1.9
Cc1cccc(NC(=O)N(Cc2nc3ccccc3c(=O)[nH]2)C2CCCC2)c1	37.2	0.9	4.0%	1.17	2.35	18.5	1.08	-15.6	-3.3
O=c1[nH]c2c(s1)C=Nc1ccccc1N2	-17.4	0.9	3.0%	-0.124	-0.904	-3.7	69.4*	13.9	-7.1
Clc1ccc(Oc2nc(N3CCOCC3)nc(N3CCOCC3)n2)c(C2CCCCC2)c1	16.6	0.9	5.0%	0.382	1.64	5.0	-0.495	-10.6	14.9
O=C(CCCSc1nc(-c2ccco2)cc(C(F)(F)F)n1)Nc1ccc2c(c1)OCO2	79.1*	0.8	4.0%	3.16	0.527	-0.4	-0.273	9.8	7.8
O=C(CSc1nnc(-c2ccccc2O)o1)Oc1ccc(OCc2ccccc2)cc1	1.5	1	2.0%[fluoresces]	0.485	0.106	-1.3	0.35	-38.2	8.3
O=C(NC1CCCCCC1)c1cc2n(n1)C(C(F)(F)F)CC(c1ccco1)N2 (configuration not stated)	5.0	0.9	5.0%	0.459	0.0953	0.7	0.00583	30.8	3.9
Cc1nc(C)c(C(=O)C2=C(O)C(=O)N(CCN(C)C)C2c2ccccc2)s1 (configuration not stated)	-11.8	1.1	5.0%	.	0.33	0.7	-1.39	3.0	4.1
Brc1cccc(-c2nnc3sc(CN4CCC5(CC4)OCCO5)cn23)c1	5.1	1	4.0%	0.348	0.0249	-0.1	-0.6	-5.3	-5.9
CCCc1nnc(SCc2ccc(C(=O)OC)o2)n1N	-11.9	0.9	4.0%	-0.0402	0.437	4.3	0.0489	2.8	10.1
Oc1ccc(Cl)cc1-c1cc(-c2ccccc2)n[nH]1	100.0*	0.8	2.0%	0.679	0.218	21.1	-0.372	25.4	8.0
N#Cc1sc2nc(-c3ccccc3)cc(-c3ccco3)c2c1N	6.3	0.9	6.0%	2.34	0.784	-2.0	15.3*	-14.7	-5.6
COc1ccc(-c2cc(C(F)(F)F)n3ncc(C(=O)NCC4CCCO4)c3n2)cc1 (configuration not stated)	8.8	0.9	2.0%[fluoresces]	0.541	0.123	2.0	-0.933	-13.9	6.6
CC(C)NC(=O)CSc1nncn1-c1ccccc1	-6.0	1	6.0%	-0.622	-0.000864	-4.7	-0.571	11.5	11.5
Cn1ncc(N=Cc2ccccc2O)c1C(=O)Nc1ccccc1	12.0	1	4.0%	.	-0.933	.	-0.594	10.9	.
CCOC(=O)CNC(=O)CSc1nnc(-c2cccc(C)c2)n1-c1ccc(OC)cc1	-6.5	1	1.0%	-0.0211	0.768	4.5	0.968	8.1	15.4
COc1ccc(/C(O)=C2\C(=O)C(=O)N(Cc3ccco3)C2c2cc(OC)ccc2OC)cc1 (configuration not stated)	-0.5	1	6.0%	.	-2.05	.	-0.64	-2.4	.
CC(=O)c1cn(CC(=O)NCc2ccc3c(c2)OCO3)c2ccccc12	2.1	0.9	1.0%	-0.637	0.131	16.6	-0.646	-1.5	9.2

Other structures:
SMILES	tolC growth inh	TNAP act DEA	NADH enzymes	D1 allo mod	M1 antag	Jurkat tox 60K	M1 agonist	SF1 activator	HEK293 NFkB inh
COC(=O)[C@H](CCSC)NC(=O)NCCC1=CCCCC1	-13.1	0.9	5.0%	-0.47	-0.0575	-0.4	2.21	-10.2	12.8
Cc1cc(NCc2ccc3c(c2)OCO3)n2nc(C)nc2n1	-10.8	0.8	3.0%	.	0.292	2.3	0.197	-1.9	6.3
CCOc1cc(C2C(C#N)=C(N)OC3CCCC(=O)C32)ccc1OCCN1CCOCC1 (configuration not stated)	-19.6	0.9	8.0%	-0.585	0.918	-3.2	-0.69	2.7	2.0
COc1ccc(S(=O)(=O)N2CCOCC2)cc1C(C)C	8.5	0.9	5.0%	1.11	0.738	2.7	1.12	-5.5	2.4
O=C1CCCN1c1ccc(CNS(=O)(=O)c2ccc(F)cc2)cc1	-5.5	0.9	6.0%	.	0.0305	5.8	-0.61	4.6	-8.6
COc1ccc(NC(=O)CNCCC2=CCCCC2)cc1	7.7	0.9	4.0%	-0.933	-0.268	-5.5	-0.0363	7.0	10.5
CCC(=O)Nc1cccc(-c2nnc(SCC(=O)NCc3ccco3)n2C)c1	-5.1	1	3.0%	.	0.275	.	0.714	-11.0	.
CCOc1ccc(C2CC(c3ccc(F)cc3)n3ncnc3N2)cc1 (configuration not stated)	12.4	1	6.0%	0.466	0.471	7.6	-0.113	2.3	5.3
Cc1ccc(-n2c(=O)cc(N3CC(C)CC(C)C3)[nH]c2=O)cc1 (configuration not stated)	1.1	0.9	1.0%	3.58*	0.495	.	-0.00517	-5.3	13.5
O=C(OCc1cc2ccccc2[nH]c1=O)C1CCCO1 (configuration not stated)	4.4	0.9	0.0%	0.311	-0.752	0.1	0.741	-18.6	7.3
CCOC(=O)CNc1nnc(SCC(=O)OCC)[nH]c1=O	-23.2	0.9	8.0%	-0.0503	-0.358	1.4	0.492	-5.5	19.1
O=c1cc(CSc2ccc(Cl)cc2)nc(N2CCCCC2)[nH]1	-13.0	0.9	5.0%	-0.0106	0.222	-9.0	-0.46	7.1	13.7
CCOC(=O)c1cccc(NC(=O)C2CCCN(S(=O)(=O)c3c(C)nn(C)c3C)C2)c1 (configuration not stated)	5.1	1	6.0%	-0.166	0.395	11.5	1.34	11.1	9.9
COc1ccc(CN(CCCN2CCOCC2)S(=O)(=O)N(C)C)cc1OC	-16.0	0.9	10.0%	-0.00878	0.856	-5.8	-1.35	-7.8	8.9
O=S1(=O)C=C(Sc2nnc(-c3ccccc3)o2)c2ccccc21	18.8	0.9	5.0%	-2.92*	0.359	101.4*	-0.231	-65.5	11.8
CCS(=O)(=O)n1nc(C(=O)N2CCOCC2)nc1N	-14.3	.	6.0%	0.0169	-0.479	.	1.83	-16.0	11.6
COc1ccc2c(CC(=O)N3CCN(S(=O)(=O)c4cccs4)CC3)coc2c1	6.6	0.8	6.0%	0.158	-1.56	-6.6	-0.0779	12.9	19.8
CN1C(=O)CC(P(=O)(c2ccccc2)c2ccccc2)N(C)C1=O (configuration not stated)	-6.3	1	2.0%	-0.271	0.402	2.1	-0.719	-13.3	11.5
CSc1nsc(SC)c1C(=O)N1CCN(S(=O)(=O)c2ccc(C)cc2)C1C (configuration not stated)	-7.9	1	3.0%	.	-0.236	-1.1	2.41	9.4	5.9
COc1ccc(C2CC(=O)c3c(C)nc(N4CCN(Cc5ccccc5)CC4)nc3C2)cc1OC (configuration not stated)	51.4	0.8	6.0%	-0.73	0.472	20.7	0.843	4.0	1.3
CCOc1ccc(CN2C(=O)c3ccccc3C2C(=O)NCc2cccnc2)cc1 (configuration not stated)	-13.5	0.8	2.0%	-0.0761	-0.0325	-4.4	-0.115	1.8	14.4
CCN(CC)CCCn1c(=S)[nH]c2cc(Cl)ccc2c1=O	-0.8	0.8	3.0%	-0.986	-1.59	.	-0.0223	12.2	12.0
CSc1nc(C)c(Cl)c(C)c1C#N	-2.8	0.9	5.0%	0.961	0.11	5.2	0.328	-4.0	17.6
O=C(OCC(=O)N1CCN(C(=O)c2ccco2)CC1)c1cc(-c2ccccc2)nc2ccccc12	27.6	0.9	5.0%	.	-0.0375	-7.0	0.757	3.0	3.2
O=C(Nn1nnnc1Nc1ccccc1)C12CC3CC(CC(C3)C1)C2	50.5	1	5.0%	-0.447	0.475	.	-1.57	-17.7	10.7

Continuation:
SMILES	tolC growth inh	TNAP act DEA	NADH enzymes	D1 allo mod	M1 antag	Jurkat tox 60K	M1 agonist	SF1 activator	HEK293 NFkB inh
Cc1c(/C(O)=C2\C(=O)C(=O)N(CCN(C)C)C2c2cccs2)cnn1-c1ccccc1 (configuration not stated)	-8.7	0.9	4.0%	-0.0253	0.00492	.	0.0592	32.5	.
CC(C)(C)OC(=O)NCc1nc(N)n[nH]1	-15.6	0.9	1.0%	-0.312	0.866	.	1.01	-4.9	17.4
CC1CCN(S(=O)(=O)c2ccc3[nH]cc(C(=O)NCCN4CCOCC4)c(=O)c3c2)CC1	-4.2	0.9	2.0%[fluoresces]	-0.0832	0.68	.	-0.228	4.1	16.3
CCN(CC)S(=O)(=O)c1ccc(NC(=O)COC(=O)c2ccc(Br)o2)cc1	28.6	1	5.0%	.	-0.271	-1.6	0.00772	8.3	4.5
Cc1cc(SCC(=O)NC(=O)NCc2ccco2)nc2c(C)cccc12	23.0	0.9	7.0%	0.387	0.761	-0.4	-1.8	14.2	12.5
CCOc1ccc2ccccc2c1C(=O)N1CCOCC1	-13.8	1.1	4.0%	0	0	11.8	-0.405	-19.0	22.5
CC(=O)Cc1nsc(NC(=O)c2ccc(-c3cc(C(F)(F)F)ccc3Cl)o2)n1	19.9	1	7.0%	0.0181	.	1.3	.	30.4	18.8
C=CCNC(=O)C1CC(=O)N(c2ccc(OCC(=O)NCc3ccccc3)cc2)C1 (configuration not stated)	-12.8	0.9	4.0%	-0.101	0	-1.5	-0.434	-19.4	3.4
O=C(CSc1nnc(-c2ccncc2)n1Cc1ccco1)Nc1ccccc1Cl	8.1	0.9	6.0%	-1.49	0.566	-2.5	0.00612	14.7	-1.1
